Screening data: PubChem, several laboratories
BoNT A protease: inhibitors of Botulinum neurotoxin A light chain protease; multiplex microsphere protease substrate cleavage, flow cytometry; inhibition, % at 10 µM; 0.17% of 360,000 active; AID 588499; further: plate controls were buffer without enzyme for full effect and enzyme alone for no effect
PrPC surface inh: inhibitors of human cell surface prion protein PrPC; P04156; AID 720596; inhibition, % at 13.8 µM; 0.43% of 370,000 active; TR-FRET read-out; in the data active means inhibition above about 24%; further: 0% = median of the test wells and 100% = reference compound wells
SARS 3CLpro inh: SARS-CoV 3CLpro protease inhibition; inhibition, % at 6 µM; 0.14% of 290,000 active; recombinant SARS-CoV 3CLpro, quenched FRET peptide cleavage; P0C6X7; in the data active means inhibition above about 12%
BH1578 lux ind: quorum light induction in luxS cqsA deficient V. cholerae; activation, % at 18.7 µM; 0.16% of 350,000 active; V. cholerae BH1578 lux reporter, luminescence, 6 h; in the data active means activation mostly above about 9.7%, no sharp cut-off; inconclusive means no clear call, values can overlap the other calls; inactive means mostly below about 3.7%; further: not every result past the cut was called active; inactives centre near 0; reference of the scale not given here
Y pestis TopoI: Y. pestis Topo-I inhibition via cleavage products; Y. pestis Topo-I cleavage product accumulation, plate reader; activity, % at 10 µM; 0.064% of 360,000 active; in the data active means activity above about 50%, passing the limit was not always enough; inconclusive means no clear call, values can overlap the other calls; further: inactives centre near 2
Anthrax LF inh2: blocks Bacillus anthracis lethal factor protease; P15917; 0.12% of 360,000 active; inhibition, % at 10 µM; multiplex microsphere protease cleavage assay, LF; further: plate controls were buffer without enzyme for full effect and enzyme alone for no effect
PfHsp40 yeast: rescue of PfHsp40-mediated yeast toxicity | S. cerevisiae expressing PfHsp40, growth rescue, ATP luminescence | growth rescue, % at 12.5 µM | 0.68% of 340,000 active; in the data active means growth rescue above about 28%, passing the limit was not always enough; inconclusive means no clear call, values can overlap the other calls;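 further: yeast W303a lacking pdr1 and pdr3 grown in galactose medium; growth measured after three days at 30 °C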
TcdB GH inh: inhibitors of Clostridioides difficile toxin B glycohydrolase. P18177. TcdB glycohydrolase enzymatic assay, plate reader. inhibition, % at 9.99 µM. 0.24% of 350,000 active; in the data active means inhibition above about 10%
PriA SSB inh: blocks PriA binding to SSB C-terminal tail; AlphaScreen SSBct-PriA binding, biotinylated peptide; inhibition, % at 33 µM; 0.6% of 430,000 active; AID 1272365; in the data active means inhibition mostly above about 37%, no sharp cut-off; inactive means mostly below about 20%;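 further: plate controls were negative control peptide for no effect and reference peptide for full effect; strong numbers were not always called active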
Active calls of the source: *; i = inactive; u = inconclusive; x = no result given. Unless noted, no stated cut-off is given here; in the data, active means inhibition above about 30%; inconclusive means no clear call, values can overlap the other calls; inactive means below that.

Fields – BoNT A protease | PrPC surface inh | SARS 3CLpro inh | BH1578 lux ind | Y pestis TopoI | Anthrax LF inh2 | PfHsp40 yeast | TcdB GH inh | PriA SSB inh
CCCCN1CC(Br)C(=O)NC1=O (stereo unspecified)
    0.0 | 5 | x | 1.0 | 2 | -1 | -1.2 | 1.0 | -5
OCCN1CCN(c2cc(C(F)(F)F)nc3ccccc23)CC1
    u | 6 | -1 | -0.6 | -12 | 13 | -2.2 | 0.5 | -1
ON1C(c2ccccc2C(F)(F)F)N(O)[C@H]2CCCC[C@H]21 (stereo partly specified)
    -0.5 | 1 | 1 | 0.6 | -5 | -6 | -1.6 | x | -18
O=C1C(NS(=O)(=O)c2cccs2)=C(N2CCN(c3ccccc3)CC2)C(=O)c2ccccc21
    x | -11 | -3 | i | -17 | x | 0.0 | x | 46
O=C(Nc1ccc(F)c(Cl)c1)c1ccc2nc([C@@H]3O[C@H](CO)[C@H](O)[C@H](O)[C@H]3O)[nH]c2c1
    -0.6 | -2 | x | -0.9 | -4 | -3 | x | -0.5 | x
Cc1ccc(-n2ncc3c(=O)n(CC(=O)OCc4ccccc4)cnc32)cc1
    0.8 | -6 | 2 | 0.1 | -5 | -2 | -0.9 | x | -15
O=C(N/N=C/c1cccnc1)c1cc(-c2cccs2)nc2ccccc12
    -0.8 | -9 | 4 | i | -3 | -1 | 17 | x | x
CC(C)CNS(=O)(=O)c1ccccc1C(=O)N1CCCCC1
    -0.5 | -2 | -2 | -0.3 | 1 | 8 | 1.1 | x | -15
O=C(c1ccc(-c2cc(O)c3ncccc3c2)cc1)N1CCNCC1
    0.9 | -17 | x | -1.0 | 1 | -21 | -0.4 | -4.8 | 74*
CC(=O)N1c2ccc(S(=O)(=O)N(C)CC(=O)NC3CCCC3)cc2CC1C (stereo unspecified)
    -1.7 | 0 | -1 | -0.5 | 2 | -5 | -0.1 | 0.0 | -8
Cc1cc(-c2ccccc2)n2nc(N)nc2n1
    1.0 | 1 | 0 | -0.5 | -3 | -3 | -1.0 | 0.5 | -3
O=C(COC(=O)C1CC1)NCc1ccccc1
    4.7 | 4 | x | i | 12 | -1 | 0.0 | -0.7 | 13
CC(C)c1ccc(CC(=O)N2CCC2(C)C(=O)NCc2cccc3ccccc23)cc1 (stereo unspecified)
    -0.2 | 4 | x | -0.4 | 26 | 0 | x | 1.0 | x
COCc1cc(Sc2c(Cl)cccc2Cl)nc(-c2ccccc2)n1
    -0.1 | -5 | -4 | i | 1 | -2 | 1.1 | x | -4
CCCNS(=O)(=O)c1ccc(CCC(=O)NCc2ccco2)cc1
    0.1 | -5 | -3 | i | 5 | -1 | 0.4 | x | -10
O=c1cc(CN2CCN(c3ccccc3F)CC2)c2cc3c(cc2o1)CCCC3
    -0.8 | -4 | -3 | -0.4 | -5 | -6 | 0.1 | x | 1
COc1ccc(OC)c(-n2c(SCC(C)=O)nnc2-c2cccc(S(=O)(=O)N(C)C)c2)c1
    -1.0 | 4 | 1 | -1.4 | -2 | -1 | -0.6 | x | -2
O=C(CN1CCN(c2ccccn2)CC1)Nc1ccc(OCc2ccccc2)cc1
    0.4 | -3 | 5 | i | -5 | 0 | 0.0 | x | -7
CC1CCCC(NC(=O)CNC(=O)c2cccs2)C1C (stereo unspecified)
    0.8 | 2 | x | i | -3 | 0 | 0.9 | 2.5 | -15
CCOC(=O)C1CCCN(C(=O)c2ccc(C(=O)c3ccccc3)cc2)C1 (stereo unspecified)
    -0.3 | 4 | x | i | 14 | -6 | -1.6 | -0.7 | -4
CCOc1ccccc1N(C)C(=O)CCS(=O)(=O)c1ccc2c(c1)NC(=O)C(C)S2 (stereo unspecified)
    0.4 | 8 | -4 | i | 7 | 0 | -0.9 | 2.7 | -2
COCC(C)NC(=S)N1CCN(c2ccccc2Cl)CC1 (stereo unspecified)
    -1.2 | -7 | 1 | -0.3 | 5 | -4 | -1.5 | 1.4 | -6
CCOc1ccc(NC(=O)CCN2CCCCC2)cc1
    -3.9 | -3 | 5 | -0.4 | 1 | 1 | -0.3 | x | 14
Cc1cc(NC(=O)CN2C(=O)c3ccccc3S2(=O)=O)no1
    -0.2 | -1 | -3 | -0.4 | 5 | -1 | -0.5 | -0.2 | 9
CC1(C(=O)NS(=O)(=O)c2ccccc2Cl)CCN1C(=O)C1CC1 (stereo unspecified)
    -0.5 | -5 | x | -0.3 | 9 | 0 | x | 0.2 | x
CCN(CC)C(=O)c1ccc(NC(=O)c2cc(S(=O)(=O)N3CCCCCC3)ccc2OC)cc1
    x | 6 | x | -0.4 | 24 | x | 0.5 | -3.2 | -3
N#CCCN(C(=O)COC(=O)c1ccc2c(c1)OCO2)c1ccccc1
    2.0 | 0 | x | i | -2 | 0 | 0.6 | 0.6 | -3
CCn1c(SCC(=O)N2CCN(c3ccccc3)CC2)nnc1-c1ccoc1C
    0.9 | -1 | -5 | 0.2 | 4 | -1 | -0.6 | 0.6 | 0
COc1ccc(C(=O)c2c(C(F)(F)F)oc3c2C(=O)c2ccccc2C3=O)cc1
    -0.5 | x | 2 | -1.3 | -7 | -3 | 0.0 | x | 57
Nc1nc(-c2ccco2)nn1S(=O)(=O)c1ccccc1
    -1.2 | 0 | -3 | -0.7 | 3 | -2 | -0.1 | 0.6 | -5
CC(=O)Nc1ccc2c(c1)CCc1ccccc1-2
    0.4 | 5 | 3 | -0.8 | -3 | 11 | 2.0 | 3.5 | -1
COc1ccc(C(=O)c2c3ccc(OC)cc3[n+]([O-])n2CCCC(N)=O)cc1
    -0.5 | -5 | x | -0.6 | 10 | 5 | -0.5 | 0.6 | -2
Cc1oc(-c2ccccc2Cl)nc1CS(=O)(=O)CC(=O)NCCc1ccccc1
    0.2 | 0 | 2 | -0.2 | 33 | -3 | 0.5 | -1.6 | -20
NS(=O)(=O)c1ccc(CCNC(=O)c2cc(=O)[nH]c3ccccc23)cc1
    -1.1 | 3 | -2 | 0.1 | 1 | -2 | -1.5 | 1.3 | -15
CC1=C(C(=O)OCC(C)C)C(c2ccc(Br)s2)NC(=O)N1 (stereo unspecified)
    -0.5 | 1 | 2 | i | 17 | -6 | 2.8 | 2.2 | 1
Cc1c(C)c2ccc(OC(C)C(=O)N3CC[C@@]4(O)CCCC[C@H]4C3)c(C)c2oc1=O (stereo partly specified)
    -0.5 | -2 | -1 | -0.6 | 16 | -8 | -0.5 | 0.4 | -5
Cn1c(N)c(C(=O)CNC2CCCCC2)c(=O)n(C)c1=O
    0.0 | -2 | x | 0.6 | 1 | 4 | -1.6 | x | 3
CN1CCN(C(=O)C2=C[C@H](c3coc4ccccc4c3=O)C[C@H](OCc3ccc(CO)cc3)O2)CC1
    0.1 | -9 | 5 | 0.0 | 9 | -12 | -0.4 | 0.2 | 4
CCN(C(=O)COC(=O)CN(C)S(=O)(=O)c1ccc(NC(C)=O)cc1)C1CCS(=O)(=O)C1 (stereo unspecified)
    -1.4 | 0 | 3 | -0.8 | 2 | -2 | -0.9 | 0.7 | -20
Cc1ccc2[nH]cc(C(=O)NCc3cccs3)c(=O)c2c1
    -0.2 | 8 | 1 | -0.5 | 1 | 0 | -0.2 | 0.6 | -3
Cc1ccc(/C=N\NC(=O)c2csnn2)cc1
    -1.2 | -8 | 0 | i | -2 | 1 | -0.8 | x | x
Cc1oncc1-c1cn2ccccc2n1
    0.6 | -6 | 5 | i | 12 | -2 | 2.0 | x | 5
CCOC(=O)c1nccnc1C(=O)Nc1cccc(C(F)(F)F)c1
    0.5 | 8 | 3 | 1.4 | 2 | 4 | 0.4 | 1.3 | -2
COC(=O)c1cccc(NC(=O)CN2C(=O)c3ccccc3C2=O)c1
    -3.5 | 10 | -7 | -0.6 | 0 | -22 | 0.2 | 0.1 | -8
COc1ccc(NC(=O)c2c(SC)nsc2SC)cc1
    -0.3 | -2 | 0 | i | 7 | 0 | 1.3 | x | -6
O=C(NCCc1ccccc1)c1ccc(=O)oc1
    0.5 | -6 | 2 | i | 10 | -3 | -0.8 | 5.5 | -28
CCn1c(=O)n(CC)c2cc(N3CCCC3)c(NC(=O)c3ccc(F)cc3)cc21
    -2.0 | -1 | -5 | i | 16 | -1 | -0.7 | 0.0 | 22
O=C(N/N=C/c1ccco1)c1cc(-c2cccs2)[nH]n1
    -0.3 | 2 | -1 | 2.3 | -4 | -1 | 0.6 | -0.4 | x
COc1ccc(CNC(=O)c2ccccc2NS(C)(=O)=O)cc1
    0.0 | -2 | -1 | -1.5 | 6 | 5 | 0.3 | 2.2 | -12
Nc1nc(N2CCCCC2)c(C=O)c(N2CCCCC2)n1
    -1.3 | 0 | 0 | i | 10 | -5 | 0.7 | -0.5 | 19

Single records (already shown).
COc1ccc(CNC(=O)c2ccccc2NS(C)(=O)=O)cc1 in the list: BoNT A protease: 0.0; PrPC surface inh: -2; SARS 3CLpro inh: -1; BH1578 lux ind: -1.5; Y pestis TopoI: 6; Anthrax LF inh2: 5; PfHsp40 yeast: 0.3; TcdB GH inh: 2.2; PriA SSB inh: -12
COc1ccc(NC(=O)c2c(SC)nsc2SC)cc1 in the list: BoNT A protease: -0.3; PrPC surface inh: -2; SARS 3CLpro inh: 0; BH1578 lux ind: i; Y pestis TopoI: 7; Anthrax LF inh2: 0; PfHsp40 yeast: 1.3; TcdB GH inh: x; PriA SSB inh: -6

(listing goes on)
Fields – BoNT A protease | PrPC surface inh | SARS 3CLpro inh | BH1578 lux ind | Y pestis TopoI | Anthrax LF inh2 | PfHsp40 yeast | TcdB GH inh | PriA SSB inh
Cc1ccccc1OCCn1cc(C(=S)N2CCCC2)c2ccccc21
    2.6 | 0 | 0 | i | -1 | 2 | -0.1 | x | 25
CCOC(=O)c1nc(NCc2ccccc2)sc1C
    -0.6 | -9 | 3 | -0.5 | 7 | -1 | 0.4 | 3.0 | -11
CC(C)CCNC(=O)C(c1ccc(O)cc1)N(C(=O)C1COc2ccccc2O1)c1cccc(O)c1 (stereo unspecified)
    -0.1 | -1 | 2 | -0.2 | 9 | -1 | 1.7 | 0.8 | -2
Cc1cc(C)c(OCCCCn2cnc3ccccc3c2=O)c(C)c1
    -1.5 | 5 | -1 | -2.8 | 21 | -1 | 0.8 | x | -12
CC1CC(C)CN(CC(=O)Nc2ccc(S(N)(=O)=O)cc2)C1 (stereo unspecified)
    0.8 | -3 | -4 | 0.4 | -8 | 4 | -0.3 | x | -12
CC1(C(=O)NS(=O)(=O)C2CC2)CCCN(C(=O)c2ccccc2C(F)(F)F)C1 (stereo unspecified)
    0.6 | -7 | x | -0.4 | -6 | -4 | x | -1.5 | x

Of the compounds above, four have an NH in an aromatic ring.
Fields – BoNT A protease | PrPC surface inh | SARS 3CLpro inh | BH1578 lux ind | Y pestis TopoI | Anthrax LF inh2 | PfHsp40 yeast | TcdB GH inh | PriA SSB inh
O=C(Nc1ccc(F)c(Cl)c1)c1ccc2nc([C@@H]3O[C@H](CO)[C@H](O)[C@H](O)[C@H]3O)[nH]c2c1
    -0.6 | -2 | x | -0.9 | -4 | -3 | x | -0.5 | x
NS(=O)(=O)c1ccc(CCNC(=O)c2cc(=O)[nH]c3ccccc23)cc1
    -1.1 | 3 | -2 | 0.1 | 1 | -2 | -1.5 | 1.3 | -15
Cc1ccc2[nH]cc(C(=O)NCc3cccs3)c(=O)c2c1
    -0.2 | 8 | 1 | -0.5 | 1 | 0 | -0.2 | 0.6 | -3
O=C(N/N=C/c1ccco1)c1cc(-c2cccs2)[nH]n1
    -0.3 | 2 | -1 | 2.3 | -4 | -1 | 0.6 | -0.4 | x

Not all compounds are listed; the hit share may differ from the screen's.
